Bioassay records: PubChem BioAssay, National Center for Advancing Translational Sciences (NCATS)
TGFb inhibitor – qHTS for Inhibitors of TGF-b; 410,000 compounds, 1.2% hits; AID 588855, 2011; HepG2 CAGA-GFP TGF-b/SMAD3 reporter, GFP fluorescence, 18 h; TGF-beta stimulated, 500 pg/mL final; Potency, µM (series often up to 46.1 µM), for the others: at the highest dose activity, negative = inhibition, most hits filed as inhibitors; further: potency means the concentration at half of the fitted maximal effect; on the % scale 0 is the no-effect control and ±100 the full control effect; nearly all actives have a fitted effect of over 65% in size
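Using HEPG2 CAGA-GFP reporter cells at 1000 cells/well, we pinned test compounds, stimulated with recombinant TGF-beta (500 pg/mL final) and measured total well GFP after 18 h.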
Nrf2 ARE act – qHTS of Nrf2 Activators; Potency, µM (top dose mostly 46.1 µM), for the others: top-dose activation, most hits filed as activators; AID 624171, 2012; AREc32 ARE-luciferase reporter (MCF7-derived line), luminescence, 24 h; 410,000 compounds, 0.31% hits; further: potency means the concentration at half of the fitted maximal effect; % of control where 0% means no effect; nearly all actives have a fitted effect of over 65% in size
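Nrf2 activation is followed as ARE-luciferase induction in the AREc32 line after one day of compound treatment; luminescence is read with Steady-Glo.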
EPAC2 ag – qHTS for Agonist of cAMP-regulated guanine nucleotide exchange factor 4 (EPAC2): primary screen; AID 720711, 2013; Rap guanine nucleotide exchange factor 4 (Homo sapiens), Q8WZA2; Potency, µM (highest dose often 154 µM), for inactives: at the highest dose activation, actives largely listed as activators; 360,000 compounds, 0.079% hits; EPAC2 activation, biochemical qHTS; response scale: 100% = 6.5 mM cAMP response; further: potency means the concentration at half of the fitted maximal effect; nearly all actives have a fitted effect of over 50% in size
Target sequence (Q8WZA2 whole entry, looked up): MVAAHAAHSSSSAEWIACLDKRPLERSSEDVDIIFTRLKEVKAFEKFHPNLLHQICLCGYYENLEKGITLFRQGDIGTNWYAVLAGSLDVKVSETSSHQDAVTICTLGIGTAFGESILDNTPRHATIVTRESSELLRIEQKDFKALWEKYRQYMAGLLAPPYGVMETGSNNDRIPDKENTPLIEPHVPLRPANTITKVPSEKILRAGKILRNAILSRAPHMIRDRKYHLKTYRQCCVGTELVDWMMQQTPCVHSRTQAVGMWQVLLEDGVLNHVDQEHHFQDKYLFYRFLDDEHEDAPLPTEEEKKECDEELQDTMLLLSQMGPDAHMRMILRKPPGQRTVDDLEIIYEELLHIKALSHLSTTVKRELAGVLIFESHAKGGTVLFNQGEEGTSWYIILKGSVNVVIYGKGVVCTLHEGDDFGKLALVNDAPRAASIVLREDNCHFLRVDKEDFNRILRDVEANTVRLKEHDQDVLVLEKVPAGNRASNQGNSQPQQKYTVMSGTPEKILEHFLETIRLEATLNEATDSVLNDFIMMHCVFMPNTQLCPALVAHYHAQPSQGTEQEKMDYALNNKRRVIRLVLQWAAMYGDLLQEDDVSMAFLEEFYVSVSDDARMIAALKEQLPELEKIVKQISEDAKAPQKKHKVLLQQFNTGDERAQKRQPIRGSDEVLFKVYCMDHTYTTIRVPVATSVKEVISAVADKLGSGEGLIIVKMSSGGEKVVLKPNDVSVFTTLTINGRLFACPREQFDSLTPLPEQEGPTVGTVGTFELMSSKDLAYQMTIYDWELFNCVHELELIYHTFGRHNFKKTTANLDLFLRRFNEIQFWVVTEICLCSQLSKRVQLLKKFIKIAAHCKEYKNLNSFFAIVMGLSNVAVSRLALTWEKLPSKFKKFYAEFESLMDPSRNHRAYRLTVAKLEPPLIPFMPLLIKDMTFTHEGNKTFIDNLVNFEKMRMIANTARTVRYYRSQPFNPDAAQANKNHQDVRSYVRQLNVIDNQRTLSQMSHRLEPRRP
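qHTS, titration series. 100 nM EPAC2 / 250 nM Rap1B-BODIPY-GDP / 50 uM GDP; RT; ex 480/em 540 nm, 5-min reads to 30 min. Norm. to 6.5 mM cAMP = activation.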
S2 tox – Viability Counterscreen for Primary qHTS for Inhibitors of ATXN expression. S2 cells (HEK-293 line with an ATXN2-luciferase reporter) viability, CellTiter-Fluor protease fluorescence, 24 h. Potency, µM (series often up to 56.7 µM), actives largely listed as cytotoxic. 400,000 compounds, 0.49% hits; further: potency means the concentration at half of the fitted maximal effect; nearly all actives have a fitted effect of over 40% in size
ATXN2 expr inh – Primary qHTS for Inhibitors of ATXN expression; HEK-293 ATXN2-luciferase reporter, luminescence, 24 h; 360,000 compounds, 0.72% hits; Potency, µM (highest dose often 57 µM), inactives show top-dose activity change, negative = inhibition, most hits filed as inhibitors; further: potency means the concentration at half of the fitted maximal effect; on the % scale 0 is the no-effect control and ±100 the full control effect; nearly all actives have a fitted effect of over 55% in size
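ATXN2-luciferase reporter cells (luciferase flanked by upstream and downstream ATXN2 gene portions) were treated 24 h at 37 °C with compounds at up to 57 uM. SteadyGlo luminescence gave expression; GF-AFC fluorescence gave viability.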
HepG2 viability – qHTS for Inhibitors of TGF-b: Cytotox Counterscreen. HepG2 CAGA-GFP viability, ATP luminescence, 18 h. Potency, µM (titrated, usually from 46.1 µM), for inactives: top-dose activity change, negative = cytotoxicity, usual class: cytotoxic. 410,000 compounds, 0.76% hits. AID 588856, 2011; further: potency means the concentration at half of the fitted maximal effect; some results filed as inactive show a strong effect at the top dose
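HepG2 CAGA-GFP cells (1000/well, DMEM with 1% FBS) received compound, then TGF-beta at 500 pg/mL final, and were incubated 18 hours at 37 degrees C. Viability was read by CellTiter-Glo luminescence. Media-only wells were set as complete cell-killing and DMSO as no toxicity.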
IL-2 act – qHTS of IL-2 Activators; IL-2 activation reporter assay, cell-based qHTS; stimulated with anti-CD3/CD4/CD28 beads; in transgenic mouse T cells; activation, % (series mostly up to about 46 µM); 360,000 compounds, 0.065% hits; in the data active means activation above about 50%; inconclusive means mostly about 30% to 49%; further: 0% is about no effect
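Screening format: compound pinned onto unstimulated transgenic mouse T cells, 60 min incubation, then anti-CD3/anti-CD4/anti-CD28 bead stimulation for 18 hours at 37 degrees C, followed by EGFP and DsRed detection.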
Nrf2 block – Nrf2 qHTS screen for inhibitors | 360,000 compounds, 2.1% hits | Potency, µM (titrated, usually from 46 µM), for the others: top-dose activity change, negative = inhibition, actives largely listed as inhibitors | A549 ARE-Fluc reporter, luciferase luminescence, 18-24 h | AID 504444, 2011; further: potency means the concentration at half of the fitted maximal effect; on the % scale 0 is the no-effect control and ±100 the full control effect; nearly all actives have a fitted effect of over 60% in size
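Nrf2 activity is the BugLite luminescence, read 15 min after reagent at room temperature, following CellTiter-Fluor cytotoxicity readout (30 min, 37C). Compound titrations were applied for 18-24 h to 5000 A549 ARE_Fluc cells/well in 5% FBS OPTI-MEM.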
A549 tox – Nrf2 qHTS screen for inhibitors: counterscreen for cytotoxicity; A549 ARE-Fluc cells, CellTiter-Fluor viability, 18-24 h; Potency, µM (doses to about 46 µM), for the others: at the top dose activity change, negative = cytotoxicity, hits mostly inhibitors; 390,000 compounds, 0.16% hits; AID 504648, 2011; further: potency means the concentration at half of the fitted maximal effect; on the % scale 0 is the no-effect control and ±100 the full control effect
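A549 ARE_Fluc cells in 5% FBS OPTI-MEM were exposed to compounds in concentration-response for 18-24 h at 37 deg C. Viability was read by CellTiter-Fluor fluorescence (Ex 405/Em 525) after 30 min, before the luciferase read.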
* hit, by the source's call; i = inactive; u = inconclusive; x = not tested or not shown. Unless noted, the call rests on the fitted dose curve; in most records, active means well fitted curve in the direction sought with a large enough effect; inconclusive means small, poorly fitted or top-dose-only effect, or another doubt; inactive means no such curve, though single readings can be large; an effect the other way counts as inactive or inconclusive.

SMILES	TGFb inhibitor	Nrf2 ARE act	EPAC2 ag	S2 tox	ATXN2 expr inh	HepG2 viability	IL-2 act	Nrf2 block	A549 tox
Fc1ccc(C(NCCc2ccccc2)c2nnc(-c3ccccc3Cl)o2)cc1 (configuration not stated)	u	8.2%	x	u	-11%	-19%	x	-5%	1%
COCCCNCC(O)COc1ccccc1F (configuration not stated)	-1%	-0.1%	0%	i	23%	9%	1.7	15%	6%
CC1(C)COC(/C=C/c2ccc([N+](=O)[O-])cc2)=N1	u	u	4%	u	-10%	-39%	0.0	u	u
COc1cccc(CNc2ncnc3cc(OC)c(OC)cc23)c1	7%	0.1%	-17%	i	-10%	-2%	0.5	u	-1%
O=C(NN1CCOCC1)c1cc(-c2ccccc2)nc2ccccc12	-13%	-0.6%	13%	i	-2%	3%	-1.3	8%	6%
CN1CCN(NC(=O)c2ccc(Cl)c(S(=O)(=O)Nc3ccc(Cl)cc3)c2)CC1	-8%	0.1%	13%	i	x	-15%	-0.3	-7%	-2%
O=C(Nc1cccc2c1CCCC2)c1ccccc1Br	-10%	-0.3%	8%	i	17%	3%	2.0	4%	0%
COc1cccc(C(C)(O)c2nc(-c3cc(F)cc(F)c3)cs2)c1 (configuration not stated)	u	0.4%	20%	i	-27%	-52%	-0.6	x	x
Cc1c(Br)c([N+](=O)[O-])nn1CC(=O)NC1CCCCCC1	3%	-0.1%	1%	i	-4%	9%	-1.6	-6%	3%
COc1ccc(C(=O)Nc2ccc(C3=NNC(=O)CC3C)cc2NC(=O)c2ccc(OC)cc2)cc1 (configuration not stated)	-10%	2.9%	9%	u	u	-21%	2.3	-29%	-13%
COc1ccc(-n2cnc(N)c2C(=O)c2cccc([N+](=O)[O-])c2)cc1	5%	-1.0%	4%	i	-5%	-15%	-0.4	-19%	-19%
COc1ccc(CNC(=O)Nc2cccs2)cc1OC	4%	-0.6%	5%	i	7%	0%	-0.1	2%	-5%
N/C(=N\OC(=O)CCC1CCCCC1)c1cccc([N+](=O)[O-])c1	-4%	-0.4%	10%	i	15%	7%	-1.0	8%	-1%
O=C(CC1N=C2c3ccccc3N=C(SCC(=O)Nc3ccc(F)cc3)N2C1=O)NCc1ccc2c(c1)OCO2 (configuration not stated)	u	4.8%	x	u	23%	-18%	x	x	1%
CN(C#N)c1nc(Cl)nc(Nc2cccc(Cl)c2)n1	-25%	12%	4%	i	-10%	-14%	-5.2	1%	-4%

Entries of single compounds, quoted from the list:
CN(C#N)c1nc(Cl)nc(Nc2cccc(Cl)c2)n1 as listed: TGFb inhibitor: -25%; Nrf2 ARE act: 12%; EPAC2 ag: 4%; S2 tox: i; ATXN2 expr inh: -10%; HepG2 viability: -14%; IL-2 act: -5.2; Nrf2 block: 1%; A549 tox: -4%
O=C(CC1N=C2c3ccccc3N=C(SCC(=O)Nc3ccc(F)cc3)N2C1=O)NCc1ccc2c(c1)OCO2 (configuration not stated) as listed: TGFb inhibitor: u; Nrf2 ARE act: 4.8%; EPAC2 ag: x; S2 tox: u; ATXN2 expr inh: 23%; HepG2 viability: -18%; IL-2 act: x; Nrf2 block: x; A549 tox: 1%

(list continues)
SMILES	TGFb inhibitor	Nrf2 ARE act	EPAC2 ag	S2 tox	ATXN2 expr inh	HepG2 viability	IL-2 act	Nrf2 block	A549 tox
COCn1c(-c2ccc(OC)cc2)nc2ccccc21	-15%	0.3%	5%	u	38%	-48%	1.1	26%	-6%
CCC(C)NC(=O)c1c2c(nc3ccccc13)C(=O)N(C1CCCCC1)C2 (configuration not stated)	27%	-0.4%	x	x	x	3%	x	4%	1%
Cc1nc2ccc(NC(=O)CCS(=O)(=O)c3ccccc3)cc2s1	0%	4.8%	2%	i	x	2%	-3.7	u	6%
O=C(CCC1N=C2c3ccccc3N=C(SCC(=O)Nc3cccc(Cl)c3)N2C1=O)NCc1ccco1 (configuration not stated)	-7%	5.5%	x	u	-14%	-45%	x	-14%	-1%
CCC(C)(C)NC(=O)C(c1ccncc1)N(Cc1ccc(C)cc1)C(=O)c1csnn1 (configuration not stated)	-12%	0.4%	1%	i	3%	-23%	-1.1	3%	-2%
O=C(/C=C/c1ccco1)Nc1nnc(-c2ccco2)s1	-11%	u	20%	i	x	-31%	-0.3	u	2%
CC(C)S(=O)(=O)c1oc(-c2ccc(F)cc2)nc1S(=O)(=O)c1ccccc1	1.4µM*	u	x	x	x	3.2µM*	x	u	u
Cc1cccc(C)c1NC(=O)c1sc(-n2nc(C)c(Cc3ccccc3)c2C)nc1C	-8%	-1.5%	x	x	x	0%	x	6%	-2%
COCCn1c(CN2CCN(c3ccccc3)CC2)nc2c1c(=O)n(C)c(=O)n2C	-5%	5.6%	1%	i	-9%	1%	0.7	-16%	-6%
O=C(N/N=C/c1ccncc1)c1ccc(NC(=O)c2cccc(Cl)c2)cc1	7%	3.3%	u	i	-11%	7%	0.6	-36%	-10%
Cc1c(C(=O)OCC(=O)Nc2ccc(N3CCOCC3)cc2)oc2ccccc12	4%	0.6%	-2%	i	9%	-1%	-0.3	7%	1%
Nc1ccn([C@@H]2O[C@H](C(=O)NCC(F)(F)F)[C@@H](O)[C@H]2O)c(=O)n1	4%	-0.4%	6%	i	8%	-2%	1.5	x	x
O=C(NCc1nnnn1-c1ccc(F)cc1)C(=O)c1c[nH]c2ccccc12	3%	-0.2%	-2%	i	x	-4%	-3.2	x	x
NNC(=O)Nc1cccc(C(F)(F)F)c1	14%	0.3%	-3%	i	-5%	2%	-2.8	-2%	5%
O=C(Cn1c(=O)n(CC(=O)NCc2ccccc2)c2ccccc21)NCc1ccccc1	12%	-0.9%	7%	i	u	-7%	4.4	u	2%
Cc1ccc(-n2nnc(-c3nsc(NC(=O)c4ccc(C)c(C)c4)n3)c2C)cc1	-7%	4.2%	x	i	-10%	-12%	x	u	9%
C[C@H](NC(=O)C1CCN(S(=O)(=O)c2ccccc2)CC1)C(=O)NCc1ccncc1	-20%	-0.1%	-10%	i	x	-1%	1.6	x	x
Cc1cccc2[nH]c3c(N4CCN(C(=O)c5ccco5)CC4)ncnc3c12	-2%	0.5%	10%	i	-33%	-19%	0.6	u	0%
CC(=O)Nc1ccc(-c2cn3cc(C)ccc3n2)cc1	-2%	-0.6%	1%	i	-13%	1%	-2.3	-9%	-2%
CCOc1cc(C2C(C(C)=O)=C(C)Nc3ncnn32)ccc1O (configuration not stated)	5%	-0.2%	-2%	i	x	1%	-0.5	u	-1%
Cc1cccc(C)c1NC(=O)NC1(C(=O)NCc2ccncc2)CCCCC1	3%	0.5%	22%	i	-3%	-107%	-0.4	-2%	-5%
COc1ccc(S(=O)(=O)N2CCC(C(=O)NCc3ccncc3)CC2)cc1C	-2%	-0.7%	2%	i	3%	-5%	-0.2	-7%	u
COc1ccc(C(=O)NCc2nnc(SCC(=O)N3CCOCC3)o2)cc1OC	-18%	0.0%	8%	i	-3%	-2%	-0.5	-1%	2%
CCOC(=O)CNC(=O)CCc1nnc2ccc(N3CCC(C)CC3)nn12	0%	0.0%	-1%	i	x	-3%	-0.7	-3%	-4%
C[C@H]1COC(=O)[C@H](CC(=O)OC(C)(C)C)C/C=C\C[C@@H](CC(=O)N(CCO)Cc2ccccc2)C(=O)N1	-3%	-0.8%	2%	i	3%	-25%	1.0	5%	-8%
COc1cccc2cc(C(=O)N(Cc3cccs3)Cc3cccs3)c(=O)oc12	3%	x	x	x	x	-30%	x	10%	-5%
O=C(NCCc1ccc(Cl)cc1)C(=O)NCC(c1cccs1)S(=O)(=O)c1cccs1 (configuration not stated)	0%	3.8%	x	x	x	-13%	x	x	-5%
CCCc1cc(=O)oc2cc(OC(C)C(=O)NC3CC(C)(C)NC(C)(C)C3)ccc12 (configuration not stated)	-16%	-1.0%	10%	i	x	-13%	-0.7	u	-2%
CC(C)CC(NC(=O)C1CCC(C)CC1)C(=O)NCCN1CCOCC1 (configuration not stated)	0%	-0.9%	-6%	i	-3%	-5%	-1.3	-11%	-8%
CCCn1c(C)cc(C(=O)COC(=O)c2ccc[nH]c2=O)c1C	-6%	-1.6%	-2%	i	u	0%	2.8	5%	1%
CSc1cccc(NC(=O)C2CCCN(S(C)(=O)=O)C2)c1 (configuration not stated)	-6%	-1.0%	7%	i	x	-42%	-0.9	x	x
CN(C)S(=O)(=O)c1cccc(C(=O)N(Cc2ccc(F)cc2)Cc2ccco2)c1	-4%	0.2%	2%	i	-13%	-18%	0.0	-24%	9%

As entered above:
Entry of `C[C@H](NC(=O)C1CCN(S(=O)(=O)c2ccccc2)CC1)C(=O)NCc1ccncc1` in EPAC2 ag: -10%
Entry of `CN(C)S(=O)(=O)c1cccc(C(=O)N(Cc2ccc(F)cc2)Cc2ccco2)c1` in IL-2 act: 0.0
Entry of `CCCc1cc(=O)oc2cc(OC(C)C(=O)NC3CC(C)(C)NC(C)(C)C3)ccc12` (configuration not stated) in Nrf2 ARE act: -1.0%
Entry of `Cc1cccc2[nH]c3c(N4CCN(C(=O)c5ccco5)CC4)ncnc3c12` in EPAC2 ag: 10%

Fetched by structure from above, 3 records:
SMILES	TGFb inhibitor	Nrf2 ARE act	EPAC2 ag	S2 tox	ATXN2 expr inh	HepG2 viability	IL-2 act	Nrf2 block	A549 tox
CCOC(=O)CNC(=O)CCc1nnc2ccc(N3CCC(C)CC3)nn12	0%	0.0%	-1%	i	x	-3%	-0.7	-3%	-4%
Cc1ccc(-n2nnc(-c3nsc(NC(=O)c4ccc(C)c(C)c4)n3)c2C)cc1	-7%	4.2%	x	i	-10%	-12%	x	u	9%
CC(=O)Nc1ccc(-c2cn3cc(C)ccc3n2)cc1	-2%	-0.6%	1%	i	-13%	1%	-2.3	-9%	-2%
